PTEN del growth: suppresses growth of cells with PTEN deletion. HCT116 PTEN-null viability, CellTiter-Glo, 60 h; hits give low values. viability, % at 10 µM. 1.2% of 140,000 active;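 active = viability at or below a set limit, 4 SD under the median of all tested compounds, cut at about 3.7% in these data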;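 note: PTEN knockout HCT116 line with beta catenin targeted HCT116 as companion control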
Yeast life ext: yeast lifespan extension | S. cerevisiae growth with nicotinamide, OD615; deaD strain in restrictive glucose medium | inhibition of the nicotinamide effect, % at 10 µM | 0.68% of 130,000 active | AID 775;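 active = inhibition above a set limit, placed 3 SD over the median of all compounds, cut at about 26% in these data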;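 note: 0% = nicotinamide-treated wells and 100% = cells grown without nicotinamide; some compounds called inactive have numbers as strong as hits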
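Assay system: DeaD-strain S. cerevisiae. Medium: CSMM-D glucose medium, restrictive. Reagent: nicotinamide, 1.5 mM, co-present with compound. Compound: 10 µM single point, 0.25% DMSO. Schedule: culture preincubation 4 h, compound exposure 48 h, both 30 °C. Detection: absorbance at 615 nm.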
Measles CPE: protection of cells from measles virus | Measles virus-infected cells, CPE protection, absorbance | protection (pct of control), % at 4 µM | 1.5% of 140,000 active | AID 841; in the data active = protection mostly above about 24%, no sharp cut-off; inactive = mostly below about 26%; note: some compounds called inactive have numbers as strong as hits
Phagocyt inh: blocks phagocytosis by macrophages; inhibition, % at 5 µM; 0.07% of 110,000 active; J774A.1 macrophage IgG-bead phagocytosis, imaging; AID 1029;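 active = inhibition above the mean of the plate negative controls plus 5 SD, cut at about 13% in these data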;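 note: phagocytic index as fraction of beads internalized from green versus red external bead signal; plate controls were DMSO negative control for no effect and cytochalasin-D positive control for full effect; some results beyond the cut were filed as inactive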
E-sel TNF inh: TNF alpha driven E-selectin expression inhibition; HUVEC TNFa-induced E-selectin immunofluorescence, high content; inhibition, % at 2 µM; 0.71% of 120,000 active; AID 1246;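 active = inhibition above the batch mean plus 3 SD, and confirmed as a hit on visual image review, cut at about 43% in these data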;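 note: 0% = TNF-stimulated DMSO wells and 100% = unstimulated control wells; not every result past the cut was called active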
GALR2 blocker: antagonists of human galanin receptor 2 (GALR2); 0.39% of 140,000 active; inhibition, % at 4 µM; O43603; GALR2-expressing cells, antagonist mode; in the data active = inhibition above about 27%;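 note: cells stimulated with galanin 1-16 at roughly its EC80; 0% = agonist challenge control and 100% = basal control without agonist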
Target sequence (O43603 whole entry, looked up): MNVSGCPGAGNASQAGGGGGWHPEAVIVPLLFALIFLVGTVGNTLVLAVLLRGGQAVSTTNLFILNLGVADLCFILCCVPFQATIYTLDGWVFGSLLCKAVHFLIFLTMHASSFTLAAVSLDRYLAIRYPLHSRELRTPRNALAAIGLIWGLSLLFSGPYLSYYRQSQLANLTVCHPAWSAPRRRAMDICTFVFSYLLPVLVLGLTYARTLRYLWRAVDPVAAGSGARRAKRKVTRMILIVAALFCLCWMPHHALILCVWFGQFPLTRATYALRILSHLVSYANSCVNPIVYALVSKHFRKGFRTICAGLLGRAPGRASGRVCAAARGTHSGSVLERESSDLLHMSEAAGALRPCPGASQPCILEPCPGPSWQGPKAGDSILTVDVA
bCat KO growth: beta-catenin-lacking colon tumor cell growth suppression. AID 818. viability, % at 10 µM. 1.5% of 140,000 active. HCT116 beta-catenin knockout viability, CellTiter-Glo, 60 h; hits give low values;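 active = viability at or under a set limit, the compound median less 4 SD, cut at about 6% in these data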;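 note: 0% = Hyamine 1622 control at 20 µM and 100% = untreated cell control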
MRP1 act: MRP-1 activation. H69AR cells + doxorubicin, viability rescue, CellTiter-Glo. viability increase, % at 10 µM. 0.61% of 140,000 active;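 active = viability gain under doxorubicin at or above a set limit, the compound median plus 3 SD, cut at about 4.7% in these data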;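 note: MRP-1 overexpressing cells given doxorubicin 25 µM after compound pretreatment; 18-22 h compound pretreatment then 72 h with doxorubicin before readout; 0% = doxorubicin-only wells and 100% = vehicle-treated cells without doxorubicin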
BB579 growth dn: yeast BB579 growth reduction in restrictive medium. S. cerevisiae BB579 growth, OD615, 48 h. inhibition, % at 10 µM. 0.51% of 140,000 active;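 active = inhibition above a set limit, 3 SD over the mean compound inhibition, cut at about 44% in these data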; note: inactives centre near -24
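System: Saccharomyces cerevisiae DeaD strain BB579, replicative lifespan model yeast. Buffer or medium: restrictive glucose-based CSMM-D medium. Doses: one dose, 10 µM compound with 0.25% DMSO. Timing: 4 h preincubation and 48 h exposure at 30 °C. Detection: turbidity as optical density at 615 nm. Benchmarks: amphotericin B 10 µg/mL, positive.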
NPY Y2 blocker: blocks the human neuropeptide Y Y2 receptor. P49146. NPY-Y2 expressing cells, antagonist mode. inhibition, % at 2.7 µM. 0.99% of 140,000 active; in the data active = inhibition above about 17%;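 note: 0% = vehicle with agonist challenge and 100% = reference antagonist with challenge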
Target sequence (P49146 whole entry, looked up): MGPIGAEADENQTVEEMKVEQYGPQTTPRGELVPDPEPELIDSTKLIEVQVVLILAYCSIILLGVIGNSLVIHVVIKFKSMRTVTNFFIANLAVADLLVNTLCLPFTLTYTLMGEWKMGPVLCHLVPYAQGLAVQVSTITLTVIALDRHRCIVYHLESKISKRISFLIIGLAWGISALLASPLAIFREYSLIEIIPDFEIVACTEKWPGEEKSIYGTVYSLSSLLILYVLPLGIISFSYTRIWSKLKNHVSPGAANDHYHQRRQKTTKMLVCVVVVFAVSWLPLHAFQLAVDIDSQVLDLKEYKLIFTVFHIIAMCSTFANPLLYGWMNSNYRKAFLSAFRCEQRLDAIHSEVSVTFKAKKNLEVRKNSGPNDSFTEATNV
* hit, by the source's call; x = no result given.

Order of results – PTEN del growth	Yeast life ext	Measles CPE	Phagocyt inh	E-sel TNF inh	GALR2 blocker	bCat KO growth	MRP1 act	BB579 growth dn	NPY Y2 blocker
Cc1cc(NC2CCCCC2)nc(N2CCOCC2)n1
→ 87	-8	21	-4	16	1	95	-3.0	-18	7
COC(=O)c1cccc(NC(=O)c2ccc3c(c2)C(=O)N(CC2CCCO2)C3=O)c1 (stereo unspecified)
→ 109	-5	8	x	-3	-18	105	-1.2	-5	1
CCC(C(=O)Nc1ccccc1-c1ccccc1)c1ccccc1 (stereo unspecified)
→ 74	-9	3	1	-59	7	86	-2.0	-44	7
CC(OC(=O)C1CC(O)CN1S(=O)(=O)c1ccccc1[N+](=O)[O-])C(=O)N1CCCCC1 (stereo unspecified)
→ 105	6	8	-1	7	-1	88	-1.1	-43	0
O=C(N/N=C/c1cccc(C(F)(F)F)c1)c1cc2c(s1)-c1ccccc1CC2
→ 86	14	12	0	25	-5	95	-2.4	-49	1
O=C(c1cccs1)[C@@H]1[C@@H]2C(=O)N(Cc3ccc4c(c3)OCO4)C(=O)[C@@H]2C2c3ccccc3C=CN21 (stereo partly specified)
→ 76	-3	x	1	20	-1	79	-1.4	-73	0
O=c1[nH][nH]c(C(F)(F)F)c1C=NCc1ccccc1Cl
→ 97	0	1	-1	3	-3	94	-1.1	-20	2
Cc1cccc(-c2nc(CS(=O)CC(=O)N3CCN(C)CC3)c(C)o2)c1 (stereo unspecified)
→ 97	-4	26	0	x	-3	100	-1.9	-32	2
COC(=O)[C@@H](NC(=O)NCc1ccc(F)cc1)C(C)C
→ 95	6	8	0	14	-5	99	-0.8	-18	1
O=C(CSc1nnc(-c2cnccn2)n1Cc1ccco1)c1ccccc1
→ 93	-7	1	-1	9	12	93	-0.6	-45	0
FCCCOc1ccc(-c2nccc(-c3ccc(Br)cc3)n2)cc1
→ 91	-3	14	0	20	11	113	-0.4	-50	4
O=[N+]([O-])C1=C(Nc2cccc3ccccc23)CS(=O)(=O)C1
→ 104	-5	15	0	-10	-1	99	-2.2	-24	0
CC(=O)c1cccc(NC(=O)C(OC(=O)c2cccs2)c2ccccc2)c1 (stereo unspecified)
→ 97	-2	14	3	x	19	95	0.8	-34	3
CCOC(=O)C(OC(=O)c1sc(=S)n(C)c1C)C(C)=O (stereo unspecified)
→ 103	-13	23	0	x	-5	91	-0.8	-32	-3
CCN1CCn2c1nc(N1CCOCC1)nc2=O
→ 104	-14	7	-3	18	23	92	0.3	22	0
O=C(CC1NCCNC1=O)Nc1ccc(Oc2ccccc2)cc1 (stereo unspecified)
→ 102	-24	7	1	-7	-18	95	-2.5	-25	6
C=C(C)c1cccc(C(C)(C)NC(=O)Nc2ccc(Cl)cn2)c1
→ 61	-2	25	-8	2	9	68	1.4	-35	5
COc1ccc(OC)c(NC(=O)CSCc2cnn(-c3ccccc3)c2-n2cccc2)c1
→ 89	35	5	x	-11	-8	85	-3.8	-48	14
COc1cccc(S(=O)(=O)NCc2ccc(C(=O)NCC3CCCO3)cc2)c1 (stereo unspecified)
→ 99	-7	2	1	2	9	102	-1.0	22	-1
Cc1onc(-c2ccccc2Cl)c1C(=O)N1CCc2ccccc2C1
→ 95	15	14	-2	8	-1	89	-2.9	-48	1
Cc1ccc(C2OC(=O)c3ccccc32)cc1 (stereo unspecified)
→ 90	-1	8	-3	-12	-7	90	-0.7	-50	4
Cc1ccc(S(=O)(=O)n2nc(C)c(Br)c2C)c(C)c1C
→ 95	6	6	x	31	-2	81	-1.3	-14	10
O=C(CSc1nc2ccccc2c(=O)n1-c1ccc(F)cc1F)Nc1ccc(N2CCOCC2)cc1
→ 91	-1	25	1	-4	-14	85	-1.4	-8	1
COC(=O)c1cccc(N2C(=O)c3cccnc3C2=O)c1
→ 107	3	10	1	x	6	93	0.2	-26	0
CCc1ccccc1Nc1ccc(C(=O)O)cc1N
→ 80	-18	9	0	6	12	84	-3.4	9	1
COc1cc(NC(=O)c2cc(-c3cccnc3)nc3ccc(C)cc23)c(OC)cc1Cl
→ 98	-1	9	0	2	9	93	-1.2	-54	1
O=C(O)CNC(=O)c1ccc2c(c1)OCCO2
→ 101	0	11	2	32	-2	94	-0.5	-21	5
O=C(NCC1CCCO1)c1ccc2ccccc2n1 (stereo unspecified)
→ 104	-8	9	0	1	-5	99	-0.1	11	2
CCN1CCN(CC(=O)c2c(C)n(C)c3ccc(OC)cc23)CC1
→ 91	-20	15	1	24	-6	81	-3.0	-2	1
Cc1ccccc1-n1c(=O)cc(N2CCc3ccccc32)[nH]c1=O
→ 112	0	4	1	0	11	96	-1.7	3	3
Cc1ccccc1OCC(=O)NNC(=O)c1ccc(-c2ccccc2)cc1
→ 92	-10	12	0	-14	-13	94	-0.6	-65	3
O=C(N/N=C/c1ccc(-c2ccc(S(=O)(=O)Nc3ncccn3)cc2)o1)c1cc2ccccc2cc1O
→ 66	-6	15	-1	8	-4	53	-1.7	-53	-1
CC1=NN(c2ccccc2)C(=O)/C1=C/c1cc2cc(C)ccc2nc1N1CCCCC1
→ 24	1	11	x	-15	-4	34	-0.3	-12	0
CN(C(=O)Nc1ccc(Cl)c(Cl)c1)c1ccccc1C(=O)O
→ 93	3	11	2	17	4	96	-0.1	-23	1
CC1(C)CC(=O)C(CC2=C(O)CC(C)(C)CC2=O)C(=O)C1
→ 95	x	12	0	-25	14	86	-1.0	-20	9
CCOC(=O)NC1(C(F)(F)F)NC(=O)N(c2ccc(F)cc2)C1=O (stereo unspecified)
→ 98	5	7	-15	x	15	95	-1.8	-9	1
CCOC(=O)/C=C/C(=O)Nc1cccc([N+](=O)[O-])c1
→ 105	2	1	x	12	-5	91	-0.5	-8	4
O=S(=O)(c1ccc(N2CCCC2c2nc3ccccc3s2)nc1)N1CCOCC1 (stereo unspecified)
→ 88	-15	3	0	-12	1	90	-4.5	-13	1
C/C(=N\NC(=O)Cc1c(C)[nH][nH]c1=O)c1ccc2ccccc2c1
→ 91	-8	16	-3	x	2	108	-1.9	-5	5
CCOC(=O)C1=C(C)NC(=O)C(C#N)C1c1ccco1 (stereo unspecified)
→ 116	-5	6	0	-7	9	106	0.4	-28	1
CCOc1ccc(NC(=O)C2CC(=O)N3CCCN=C3S2)cc1 (stereo unspecified)
→ 111	1	17	0	-7	-12	103	0.4	-34	0
CC1CCN(C(=O)C2CCN(S(=O)(=O)c3cccc4nonc34)CC2)CC1
→ 88	-25	7	x	x	-14	90	-3.1	-35	-2
CCC(=O)Nc1c(OC(=O)CC)ccc2c(C)cc(=O)oc12
→ 110	-3	7	x	1	25	92	-2.1	-35	-1
O=C(Cn1cc(C(=O)c2ccco2)c2ccccc21)NCc1ccco1
→ 87	-22	9	x	6	10	86	-4.2	-16	2
O=C(CNC(=O)c1ccccc1)NCC(=O)OCC(=O)c1ccc(F)cc1
→ 98	-2	5	-6	6	16	108	-1.3	-16	0
CCOC(=O)N1CCC(n2c(SCC(=O)N3CCC(C)CC3)nc3ccccc3c2=O)CC1
→ 53	-8	9	-1	-31	-10	43	-2.1	-5	10
COc1ccc(CNC(=O)CCCn2c(SCC#N)nc3cc4c(cc3c2=O)OCO4)cc1
→ 74	-6	1	x	-21	-11	72	-2.8	-29	7
CN(C)C(=O)COC(=O)[C@H](Cc1ccccc1)NC(=O)c1ccco1
→ 104	-13	9	0	-19	-4	99	-1.6	-27	-3
Cn1c(=O)c2c(nc(NCc3ccccc3)n2C)n(C)c1=O
→ 105	-7	2	x	21	-7	93	-2.6	-38	6
Cc1cc(NC(=O)c2noc3c2CCc2ccccc2-3)n(-c2ccccc2)n1
→ 95	-2	13	0	-6	6	100	-1.7	-30	13
C/C(=N/OC(=O)c1c(F)cccc1F)c1nccs1
→ 93	-27	3	0	-6	2	100	-1.5	-24	3
CC(OC(=O)c1cccs1)C(=O)NCc1ccccc1 (stereo unspecified)
→ 99	-1	4	-1	3	1	86	-1.1	13	3
Cc1ccc(NC(=O)COc2ccc(/C=N/NC(=O)CSCc3ccccc3)cc2)cc1
→ 95	-9	8	0	9	-4	83	-0.8	-85	-2
Cc1ccc(C2CC(C(F)F)n3ncc(C(=O)Nc4c(C)nn(Cc5c(F)cccc5Cl)c4C)c3N2)cc1 (stereo unspecified)
→ 69	x	3	x	7	1	58	0.2	-25	2
Cc1ccc2[nH]c(=O)c3cc(C(=O)N(C)Cc4ccco4)sc3c2c1
→ 57	-7	6	0	x	-11	59	-3.6	-27	1
CC(C)(Oc1ccc(Cl)cc1)C(=O)N(Cc1ccccc1)c1ccccn1
→ 62	25	13	x	-7	2	68	-2.1	-25	9
COc1ccc(C(=O)Nc2cccnc2)cc1OC
→ 102	x	8	x	-30	-9	101	-1.4	-28	0
CS(=O)(=O)N(CC(=O)NCc1ccccc1)Cc1ccc(Cl)cc1
→ 91	1	4	0	3	-9	96	-1.6	-28	4
O=C(O)c1cn[nH]c1-n1cnnn1
→ 95	0	4	-1	-15	-8	92	-1.4	-26	3

From PubChem BioAssay
